# Screening results (PubChem)
# NR3A LBD binder: binders of NR3A ligand-binding domain, primary screen, biophysical, differential scanning fluorimetry, uHTS; NR3A LBD differential scanning fluorimetry, Tm shift; 0% = protein alone, 100% = glycine-bound protein; Tm shift relative to glycine control, % at 25 µM; Glutamate receptor ionotropic, NMDA 3A (GRIN3A) ligand-binding domain; actives 2.5% (n = 340,000); AID 1259313, 2017;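 active means melting temperature shift of at least 10% of the positive control shift, at one fixed dose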
# PfGluPho inh: PfG6PD enzyme inhibitors, primary screen, biochemical, fluorescence intensity, uHTS | AID 504690, 2011 | actives 0.78% (n = 350,000) | PfGluPho enzyme, NADPH resazurin-diaphorase fluorescence | inhibition, % at 20 µM | glucose-6-phosphate dehydrogenase-6-phosphogluconolactonase (Plasmodium falciparum 3D7);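 active means inhibition reaching at least a set limit at 20 µM in the primary screen, cut at about 59% in these data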;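 further: 0% = DMSO wells with substrate and 100% = DMSO wells lacking glucose-6-phosphate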
# hIAP activ: human IAP activators, primary screen, biochemical, luminescence, uHTS. Intestinal-type alkaline phosphatase (Homo sapiens), P09923. purified human IAP, CDP-Star luminescence, 30 min; hits give high values; 1 = vehicle-only enzyme, 0 = enzyme-free background. activation factor at 10 µM. actives 0.16% (n = 330,000). AID 2524, 2010;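 active means activation factor of the enzyme at least 2-fold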; further: the source names both 10 and 20 µM as test concentration; values of inactives mirror those of a sister screen read the other way
# Target sequence (P09923 whole entry, looked up): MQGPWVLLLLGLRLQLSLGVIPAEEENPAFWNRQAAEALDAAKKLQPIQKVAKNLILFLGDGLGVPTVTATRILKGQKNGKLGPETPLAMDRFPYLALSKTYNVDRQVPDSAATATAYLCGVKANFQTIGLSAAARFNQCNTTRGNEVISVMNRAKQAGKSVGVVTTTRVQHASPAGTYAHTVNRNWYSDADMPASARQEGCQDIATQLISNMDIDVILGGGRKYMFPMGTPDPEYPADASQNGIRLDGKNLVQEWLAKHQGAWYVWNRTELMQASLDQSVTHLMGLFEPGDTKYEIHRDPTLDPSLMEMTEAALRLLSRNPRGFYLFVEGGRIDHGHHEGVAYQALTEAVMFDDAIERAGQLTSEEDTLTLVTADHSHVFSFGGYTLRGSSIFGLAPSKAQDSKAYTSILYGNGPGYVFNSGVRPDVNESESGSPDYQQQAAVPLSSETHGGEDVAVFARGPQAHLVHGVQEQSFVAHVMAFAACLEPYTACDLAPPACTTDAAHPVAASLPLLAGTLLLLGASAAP
# SENP1 FRET inh: human SENP1 catalytic domain inhibitors, primary screen, biochemical, FRET, uHTS; recombinant SENP1 catalytic domain, CyPet-SUMO1-YPet FRET cleavage; inhibition, % at 10 µM; actives 0.21% (n = 360,000); Sentrin-specific protease 1 (Homo sapiens), Q9P0U3;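 active means inhibition at least 30% at 10 µM, raw YFP signal under a set limit, fluorescence ratio 0.5 to 1.5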;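 further: 0% = enzyme with DMSO and 100% = no enzyme wells; some results filed as inactive read as strong as hits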
#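 system = hSENP1 catalytic domain, recombinant | reagent = SFCypet-SUMO1-SFYpet substrate at 25 nM | doses = one dose per compound, 10 µM, 0.5% DMSO | incubation = enzyme reaction for 50 min at room temperature, dark | measured by = FRET, CFP and YFP emission | controls = no-enzyme low, enzyme-DMSO high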
# MPTP inh: mitochondrial permeability transition pore inhibitors, primary screen, biochemical, isolated mouse mitochondria, absorbance | inhibition, % at 10 µM | actives 1.4% (n = 360,000) | Ca2+ swelling absorbance, 30 min;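 active means inhibition of 50% or more, scaled per plate between neutral and stimulator controls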;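 further: 0% = DMSO wells given calcium and 100% = 1 mM EGTA wells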
# ATG4B inhibitor: ATG4B protease inhibitors, primary screen, biochemical, fluorescence, uHTS | AID 504462, 2011 | actives 0.51% (n = 340,000) | ATG4B cleavage of LC3-PLA2, NBD-HPC fluorescence, 1 h | inhibition, % at 8.33 µM; in the data active means inhibition above about 40%
# SENP8 block: human SENP8 protease inhibitors, primary screen, biochemical, fluorescence, Nedd8 protein substrate, uHTS. Sentrin-specific protease 8 (Homo sapiens), Q96LD8. actives 0.64% (n = 360,000). recombinant SENP8. inhibition, % at 20 µM; in the data active means inhibition mostly above about 40%, no sharp cut-off; inactive means mostly below about 27%
# SENP6 inh: SENP6 protease inhibitors, primary screen, biochemical, luminescence, uHTS. actives 1.8% (n = 330,000). Recombinant SENP6 catalytic domain, aminoluciferin luminescence. inhibition, % at 10 µM;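 active means inhibition above about 50% at the single tested dose, limit read from the data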;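 further: plate controls were DMSO wells with enzyme for no effect and DMSO wells lacking enzyme for full effect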
# Target sequence (Q9GZR1 628-1112 limits assumed): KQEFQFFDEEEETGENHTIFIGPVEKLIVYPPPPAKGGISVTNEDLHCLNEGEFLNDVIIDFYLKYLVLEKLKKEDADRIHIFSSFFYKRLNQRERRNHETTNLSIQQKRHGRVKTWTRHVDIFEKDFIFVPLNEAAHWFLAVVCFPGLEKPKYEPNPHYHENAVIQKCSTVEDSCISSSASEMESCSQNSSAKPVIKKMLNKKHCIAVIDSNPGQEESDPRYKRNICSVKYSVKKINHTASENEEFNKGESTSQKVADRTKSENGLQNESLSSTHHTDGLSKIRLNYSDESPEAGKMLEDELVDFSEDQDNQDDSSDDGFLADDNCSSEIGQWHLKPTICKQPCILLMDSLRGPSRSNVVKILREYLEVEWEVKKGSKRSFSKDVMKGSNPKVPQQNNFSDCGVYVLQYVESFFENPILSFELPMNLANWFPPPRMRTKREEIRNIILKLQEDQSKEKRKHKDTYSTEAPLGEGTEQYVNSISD
# The depositor's hits bear a star; i = inactive; nt = no result given; & = joins results of further samples.
# Below each SMILES – NR3A LBD binder	PfGluPho inh	hIAP activ	SENP1 FRET inh	MPTP inh	ATG4B inhibitor	SENP8 block	SENP6 inh
1. COc1cc(C(=O)NNC(=O)c2cccc(Cl)c2)ccc1OCC(=O)N1CCOCC1
    -1	-15	1	1	-0.3	9	4	-25
2. COc1cccc(-c2nc(N3CCCC3)c3ccccc3n2)c1O
    0	26	1.1	0	4.6	0	16	-11
3. CC(CN1CCCC1)C(=O)NN (stereo not drawn)
    3	-19	0.91	0	-0.8	0	16	-3
4. CN(C)CCCOC(=O)COc1ccc(C(C)(C)C)cc1
    -6	-4	0.89	-2	-0.5	4	10	7
5. COc1ccc(C(=O)Nc2ccc(-n3nncc3C(C)(C)C)cc2)cc1
    0	-2	1.1	-1	-3.4	-11	3	-9
6. Cc1nnc(Nc2ccc3c(c2)OCO3)c2ccccc12
    4	11	1	1	-12	0	10	-18
7. c1cncc(-c2nc(NCCCN3CCOCC3)c3c4c(sc3n2)CCC4)c1
    0	26	1	-1	-1.6	40*	-388	11
8. CN(C)CCn1c(=O)n(-c2cccc(Cl)c2)c(=O)c2c3c(sc21)CCCCC3
    0	-1	0.78	0	-3.9	0	19	-27
9. COCCN1C(=O)/C(=C/c2ccc(N3CCCC3)cc2C)SC1=S
    3	0	0.75	38	12	2	34	-7
10. COc1ccccc1-c1n[nH]nc1C1=CC(=O)CC(C)(C)C1
    nt	8	nt	0	-0.2	nt	-34	nt
11. O=C(CCCN1C(=O)c2ccccc2C1=O)Nc1ccc(Br)cn1
    -1	18	1	1	1.3	-1	6	-8
12. CCOC(=O)C(C(C)=O)=C1SC2CS(=O)(=O)CC2S1 (stereo not drawn)
    0	-10	1.2	0	-1.0	-1	13	-34
13. Cc1ccc(S(N)(=O)=O)cc1NC(=O)c1ccc2c3c(cccc13)CC2
    4	22	1.1	-1	0.3	-15	-7	-25
14. CCCCNC(=O)C1c2ccccc2Oc2ccccc21
    0	-6	0.98	-4	0.0	-13	9	-4
15. Cc1[nH]c2ccccc2c1C(=O)NS(=O)(=O)Nc1ccc(F)cc1
    -1	-1	1.1	1	0.5	-8	6	15

# Reformatted screen by screen: entries from further up.
[3] CC(CN1CCCC1)C(=O)NN (stereo not drawn)
[4] CN(C)CCCOC(=O)COc1ccc(C(C)(C)C)cc1
[5] COc1ccc(C(=O)Nc2ccc(-n3nncc3C(C)(C)C)cc2)cc1
[6] Cc1nnc(Nc2ccc3c(c2)OCO3)c2ccccc12
[7] c1cncc(-c2nc(NCCCN3CCOCC3)c3c4c(sc3n2)CCC4)c1
[8] CN(C)CCn1c(=O)n(-c2cccc(Cl)c2)c(=O)c2c3c(sc21)CCCCC3
[9] COCCN1C(=O)/C(=C/c2ccc(N3CCCC3)cc2C)SC1=S
[10] COc1ccccc1-c1n[nH]nc1C1=CC(=O)CC(C)(C)C1
[11] O=C(CCCN1C(=O)c2ccccc2C1=O)Nc1ccc(Br)cn1
[12] CCOC(=O)C(C(C)=O)=C1SC2CS(=O)(=O)CC2S1 (stereo not drawn)
assay / entry | 3 | 4 | 5 | 6 | 7 | 8 | 9 | 10 | 11 | 12
NR3A LBD binder | 3 | -6 | 0 | 4 | 0 | 0 | 3 | nt | -1 | 0
PfGluPho inh | -19 | -4 | -2 | 11 | 26 | -1 | 0 | 8 | 18 | -10
hIAP activ | 0.91 | 0.89 | 1.1 | 1 | 1 | 0.78 | 0.75 | nt | 1 | 1.2
SENP1 FRET inh | 0 | -2 | -1 | 1 | -1 | 0 | 38 | 0 | 1 | 0
MPTP inh | -0.8 | -0.5 | -3.4 | -12 | -1.6 | -3.9 | 12 | -0.2 | 1.3 | -1.0
ATG4B inhibitor | 0 | 4 | -11 | 0 | 40* | 0 | 2 | nt | -1 | -1
SENP8 block | 16 | 10 | 3 | 10 | -388 | 19 | 34 | -34 | 6 | 13
SENP6 inh | -3 | 7 | -9 | -18 | 11 | -27 | -7 | nt | -8 | -34

[13] Cc1ccc(S(N)(=O)=O)cc1NC(=O)c1ccc2c3c(cccc13)CC2
[14] CCCCNC(=O)C1c2ccccc2Oc2ccccc21
[15] Cc1[nH]c2ccccc2c1C(=O)NS(=O)(=O)Nc1ccc(F)cc1
assay / entry | 13 | 14 | 15
NR3A LBD binder | 4 | 0 | -1
PfGluPho inh | 22 | -6 | -1
hIAP activ | 1.1 | 0.98 | 1.1
SENP1 FRET inh | -1 | -4 | 1
MPTP inh | 0.3 | 0.0 | 0.5
ATG4B inhibitor | -15 | -13 | -8
SENP8 block | -7 | 9 | 6
SENP6 inh | -25 | -4 | 15

# Other structures follow:
# Below each SMILES – NR3A LBD binder	PfGluPho inh	hIAP activ	SENP1 FRET inh	MPTP inh	ATG4B inhibitor	SENP8 block	SENP6 inh
16. Fc1ccc(-c2cnc3n2CCCCC3)cc1
    0	-6	1	0	-1.4	-7	8	15
17. Cc1ccc(-n2nnc(-c3cc4ccccc4nc3Cl)n2)cc1
    1	11	0.88	-53	-0.2	4	-97	-7
18. COc1cc(C2C3C(=O)N(Cc4ccccc4)C(=O)C3ON2c2ccccc2)cc(OC)c1O (stereo not drawn)
    -2	29	1.1	2	-0.4	-8	18	-3
19. Cc1nn(C)cc1-c1cc(C(=O)O)c2ccccc2n1
    -1	-1	1.2	2	0.2	-5	-381	15
20. CCOc1ccc(N2CC(O)(c3ccc(F)cc3)[N+]3=C2CCCC3)cc1 (stereo not drawn)
    1	-4	0.94	1	-0.4	-6	8	-2
21. COc1ccccc1/C=C/C(=O)Nc1nc(N)n(-c2ccccc2)n1
    1	-13	0.97	4	-0.6	-6	22	-13
22. CC1=Nn2c(nnc2-c2ccccc2F)SC1
    0	3	0.76	-1	-2.1	4	12	-6
23. CCn1nc(C)c(CN2CCCC(CO)(Cc3cccc(Cl)c3)C2)c1C (stereo not drawn)
    0	1	1.1	1	3.2	-12	3	-21
24. C#CCN(C(=O)C1CCC(=O)N(CCc2cccc(F)c2)C1)C1CCCCC1 (stereo not drawn)
    nt	-5	nt	0	-1.5	nt	12	nt
25. CCOC(=O)Cc1csc(NC(=S)NC(=O)c2ccccc2Br)n1
    -5	-12	0.87	3	-0.1	-3	4	22
26. CC(C)C1=NN(C(=O)c2ccccc2)C(O)(C(C)(C)C)C1 (stereo not drawn)
    5	-3	1.2	1	0.5	2	-2	5
27. Cc1ccc(F)cc1CNC(=O)c1cc(COc2ccc3ncccc3c2)on1
    4	15	1	-3	95*	61*	-7	11
28. CC(C)Oc1ccc(C(=O)OC(C)C(=O)NC2CCCCC2C)cc1 (stereo not drawn)
    -1	-4	1.3	0	0.5	6	2	10
29. Cc1cc(C)cc(N(CCC#N)C(=O)CSc2nc3nc(C)cc(C)n3n2)c1
    0	-18	1.1	0	1.5	-2	5	-6
30. O=S(=O)(c1ccccc1)N1N=C(c2ccccc2)CC1c1ccccc1F (stereo not drawn)
    -1	-17	0.94	2	0.5	21	9	12
31. Cc1cccc(-n2ncc3c2CCCC3NC(=O)CC(F)(F)F)c1C (stereo not drawn)
    1	-14	1.4	1	-0.2	22	10	5
32. CC(C)OC(=O)c1ccc(COC(=O)c2cccc(-c3nnc(-c4ccccc4)o3)c2)cc1
    0	-26	0.99	-1	0.3	2	8	-22
33. CCC(C)(C)n1nnnc1CN(Cc1cc2cc(OC)ccc2[nH]c1=O)C1CCCC1
    -3	7	0.73	-13	-0.2	-13	-247	-4
34. CCCOC1CCCN(C(=O)CCc2nnc(Cc3cccc(C)c3)o2)C1 (stereo not drawn)
    -1	-2	0.9	3	-0.1	-8	14	-40
35. NC(=O)CCn1c(C(=O)c2ccc(Cl)cc2)c2ccccc2[n+]1[O-]
    3	14	0.92	2	0.0	-13	31	-6
36. Oc1c(Br)cc(Br)cc1CNc1cnc2ccccc2c1
    24*	-5	0.89	-11	31	20	-309	4
37. COc1ccccc1CNC(=O)COC(=O)c1c(C)nn(-c2ccccc2)c1Cl
    -1	-9	0.98	-1	0.3	13	3	-11
38. CCC(c1ccccc1)c1nc(-c2cccnc2)no1 (stereo not drawn)
    12*	-2	1	5	-0.4	5	6	-13
39. COc1cc(OC)cc(C(=O)NCC(=O)N2CCCCCCC2)c1
    3	10	1.1	3	-0.3	-3	3	0
40. CC1(C)C(=O)C2(C(=O)NCc3ccccc3)CCC1C2 (stereo not drawn)
    0	1	0.93	2	2.8	-15	9	-11
41. CCO[C@H]1OC(C(=O)N2CCN(C)CC2)=C[C@@H](c2coc3ccccc3c2=O)[C@@H]1CCCO
    2	11	0.84	1	0.1	-1	4	-11
42. COc1ccc(S(=O)(=O)Nc2cc(C)ccn2)cc1
    -1	-18	1	-1	-0.7	-2	-92	-7
43. CN(CCn1ccnc1)Cc1cn(-c2ccccc2)nc1-c1ccc2c(c1)OCO2
    1	-14	1.4	2	0.3	5	13	-5
44. CC(C)(C)c1ccc(/C=N/NC(=O)C2CCCC2)cc1
    7	16	1.1	2	-1.0	-2	3	-2
45. Cc1ccc(C)c(NC(=O)COC(=O)c2ccc[n+]([O-])c2)c1
    1	8	1.1	-4	-0.4	-11	-9	-6
46. N=C(N)SCc1nc2ccccc2c(=O)n1-c1ccccc1
    -1&-2	38&45	1.1	-51&-26	0.3&-19	0&15	-409	-3
47. O=C(CSc1nnc(CNC(=O)c2ccco2)o1)Nc1ccc(Cl)cc1
    -1	-2	1	3	-1.8	3	15	13
48. COc1ccc(C(=O)N/C(=C/c2ccco2)C(=O)NC2CCS(=O)(=O)C2)cc1 (stereo not drawn)
    0	-1	1	-11	0.7	-6	3	-26
49. CCN1CCC(CNCc2cn(-c3ccc(OC)cc3)nc2-c2ccccc2Cl)C1 (stereo not drawn)
    1	-17	0.93	0	84*	28	13	-5
50. COc1ccc(C2=CC(c3cc(OC)c(OC)c(OC)c3)NC(=S)N2)cc1 (stereo not drawn)
    2	27	1.1	-18	0.1	-14	i	-26
51. COc1ccc(C)cc1NC(=O)COC(=O)c1ccccc1SCC(=O)N1CCCC1
    -1	-20	1	2	-1.1	-11	1	-6
52. O=[N+]([O-])c1ccccc1/C=C/C=N/Nc1ccc(S(=O)(=O)Nc2ccc(Cl)cc2)cc1[N+](=O)[O-]
    11*	-11	0.77	6	4.5	5	39	0
53. COC(=O)[C@@H]1[C@@H](C#N)C2(c3ccccc3-c3ccccc32)N(c2ccc(Cl)cc2)N1C#N
    -3	45	1.2	3	-4.3	0	6	-4
54. O=C(Nc1cccc(-n2cnnn2)c1)c1ccc(OC(F)(F)F)cc1
    0	22	0.94	1	-2.1	-8	8	17
55. COc1cccc(-c2nc(CS(=O)(=O)CC(=O)NC3CC3)c(C)o2)c1
    -1	-10	0.98	3	-0.9	1	2	-5
56. NS(=O)(=O)c1cccc(NC(=O)c2ccc(NS(=O)(=O)c3cccc([N+](=O)[O-])c3)cc2)c1
    30*	-29	1	-2	1.1	2	2	1
57. CCOC(=O)c1ccccc1-n1c(C)cc(C2N=C(N)Nc3nc4ccccc4n32)c1C (stereo not drawn)
    -5	3	0.83	-3	0.9	-5	4	6
58. Cc1cc(C)c(S(=O)(=O)Nc2c(C)n(C)n(-c3ccccc3)c2=O)cc1[N+](=O)[O-]
    1	3	1.1	3	6.7	-1	12	-1
59. CC1Oc2ccccc2N(CC(=O)Nc2ccc3c(c2)OCCO3)C1=O (stereo not drawn)
    0	2	0.73	2	-1.5	-4	10	1
60. O=C(Cn1nc(-c2cccc([N+](=O)[O-])c2)c2ccccc2c1=O)Nc1cccnc1
    1	19	1	-1	0.8	-9	14	-14
61. CCN(C(=O)CSc1nnc(-c2ccco2)n1CC)c1c(N)n(Cc2ccccc2)c(=O)[nH]c1=O
    0	-4	1	1	-1.2	-35	2	-13
